Source: PubChem (several laboratories)
ABHD5-PLIN5 inh – inhibitors of human ABHD5-perilipin-5 interaction; Q00G26+Q8WTS1; Split G. princeps luciferase complementation, luminescence, 4 h; inhibition, % at 4 µM; actives 0.78% (n = 360,000); AID 602281;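 active = inhibition above the mean inhibition across every tested compound plus 3 SD, cut at about 22% in these data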;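 also: 0% = DMSO only wells and the 100% control is not disclosed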
ABCB6 inh 2 – blocks the human ABCB6 transporter; K562-ABCB6 porphyrin accumulation, flow cytometry, 1 h; stronger effect = lower value; fluorescence ratio to DMSO, % at 10 µM; actives 0.19% (n = 360,000); Q9NP58;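 active = fluorescence ratio to DMSO below 75%, the collection mean minus 3 SD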;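 also: signal is porphyrin accumulated inside mitochondria; 100% equals median channel fluorescence of DMSO control wells; lower ratio means ABCB6 inhibition with less porphyrin fluorescence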
Granule exo inh – lytic granule exocytosis inhibition; TALL-104 LAMP-1 surface exposure, flow cytometry; cells stimulated with thapsigargin and PMA; inhibition, % at 10 µM; actives 0.66% (n = 360,000);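 active = inhibition above about 55%, limit read from the data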
Cardio protect – modulators protecting cardiomyocytes from myocardial damage; H9c2 cardiomyocytes, H2O2 injury protection, ATPLite, 2 h; protection from H2O2 cell death, % at 20 µM; actives 0.63% (n = 360,000);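 active = compounds giving at least 50% protection of heart cells from peroxide-induced death in the single-dose screen, raw or plate-pattern-corrected value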;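 also: 0% = DMSO wells with peroxide and 100% = DMSO wells without peroxide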
iPSC survival up – enhancers of human iPSC single-cell survival | actives 0.044% (n = 360,000) | AID 602274 | survival enhancement, % at 20 µM | hiPSC single-cell survival, ATPlite luminescence; 100% = ROCK inhibitor wells, 0% = DMSO; in the data active = survival enhancement above about 18%;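 also: cells exposed to compounds for 16 hours before the ATP read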
aDG glyco up – alpha-DG glycosylation activation | AID 624168 | Pro5-aDG cells, alpha-DG glycosylation AlphaScreen (IIH6); 0% Pro5, 100% B10-LARGE cell signal | actives 0.22% (n = 360,000) | activation, % at 10 µM;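 active = activation of at least 8% versus controls, or a plate z-score of at least 8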;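 also: Pro5 are CHO cells carrying HIG-tagged alpha-DG that lacks glycosylation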
Glyco luc inh – blocks N-linked glycosylation in D54 reporter cells. actives 0.23% (n = 360,000). reporter increase, % at 12.5 µM. D54 ERlucT glycosylation luciferase reporter, 24 h; percent of 100 nM tunicamycin response;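 active = mean luciferase reporter signal, scaled so untreated is 0 and the glycosylation-blocking control 100, at or above a set limit in every replicate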;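 also: luciferase carries N-glycosylation sites so blocking glycosylation raises the light; 0% = median of neutral control wells and 100% = median of 100 nM tunicamycin wells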
HTR2A ag – activates the mouse 5-HT2A serotonin receptor. CHO-K1 mHTR2A beta-arrestin complementation, luminescence; percent of 30 µM serotonin response. P35363. actives 0.66% (n = 360,000). activation, % at 7.6 µM;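 active = activation above a run cutoff, the mean activation of all tested compounds plus 3 SD, cut at about 14% in these data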;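 also: 0% = plate median of compound wells and 100% = 30 µM serotonin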
Target sequence (P35363 whole entry, looked up): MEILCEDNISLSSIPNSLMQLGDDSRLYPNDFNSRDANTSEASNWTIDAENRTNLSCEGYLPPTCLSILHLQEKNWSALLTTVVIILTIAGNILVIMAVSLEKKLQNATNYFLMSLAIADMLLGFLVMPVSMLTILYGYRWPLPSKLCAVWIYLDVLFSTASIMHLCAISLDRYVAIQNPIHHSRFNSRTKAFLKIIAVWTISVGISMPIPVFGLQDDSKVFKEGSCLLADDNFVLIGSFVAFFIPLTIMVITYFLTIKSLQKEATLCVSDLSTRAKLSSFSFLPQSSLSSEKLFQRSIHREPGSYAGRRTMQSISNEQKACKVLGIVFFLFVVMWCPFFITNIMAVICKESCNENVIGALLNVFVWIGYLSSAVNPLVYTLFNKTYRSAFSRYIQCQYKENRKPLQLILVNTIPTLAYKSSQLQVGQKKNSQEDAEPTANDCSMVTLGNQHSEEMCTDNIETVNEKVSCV
MC4R barr agon – human MC4R agonism via beta-arrestin. P32245. U2OS MC4R beta-arrestin complementation, luminescence; percent of melanotan II response, DMSO zero. activation, % at 8.9 µM. actives 0.98% (n = 360,000);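 active = activation above a per-plate cutoff, the mean activation of sample wells on that plate plus 3 SD, cut at about 8% in these data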
Target sequence (P32245 whole entry, looked up): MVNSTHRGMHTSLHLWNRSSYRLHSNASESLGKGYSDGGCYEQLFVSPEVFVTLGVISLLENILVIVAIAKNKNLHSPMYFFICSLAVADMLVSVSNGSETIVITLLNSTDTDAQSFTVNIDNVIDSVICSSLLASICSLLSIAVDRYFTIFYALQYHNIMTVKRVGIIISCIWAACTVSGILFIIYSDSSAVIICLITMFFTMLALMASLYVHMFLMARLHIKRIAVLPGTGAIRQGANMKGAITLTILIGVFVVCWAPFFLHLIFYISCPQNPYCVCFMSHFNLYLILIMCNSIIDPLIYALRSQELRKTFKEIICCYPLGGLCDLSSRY
MC4R antag cAMP – human MC4R antagonism in cAMP assay; actives 0.48% (n = 360,000); inhibition, % at 6.5 µM; MC4R-expressing cells, MTII-stimulated cAMP, LANCE TR-FRET; AID 540295;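 active = inhibition above its plate's cutoff, the mean of tested wells on that plate plus 3 SD, cut at about 29% in these data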;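 also: 0% = Melanotan II alone and 100% = Melanotan II plus saturating MCL0020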
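Assay system: U2OS-MC4R stable cell line; Also added: Melanotan II; Technique: Eu-cAMP/anti-cAMP TR-FRET, emission 671 nm; Times: 30-min compound, 1-h challenge, 1-h detection, room temperature.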
* = called active by the depositor. Random draw from the library; 4.5% or so of the library scored in one or more.

Screening C[C@H](O)[C@@H]1CN2CCc3c([nH]c4ccccc34)[C@@H]2C[C@@H]1N(C)C(=O)NC1CCCCC1 returned ABHD5-PLIN5 inh 2.8, ABCB6 inh 2 102.0, Granule exo inh -0.2, Cardio protect -7.1, iPSC survival up -3.2, aDG glyco up 0.3, Glyco luc inh 2.1, HTR2A ag -5.5, MC4R barr agon 0.2 and MC4R antag cAMP 9.3.
Screening CC(=O)NCCc1nc2cc(NC(=O)COc3ccc(C)cc3)ccc2n1C returned ABHD5-PLIN5 inh -1.9, ABCB6 inh 2 96.0, Granule exo inh -0.5, Cardio protect 0.2, iPSC survival up 1.3, aDG glyco up -0.2, Glyco luc inh 2.0, HTR2A ag 2.8, MC4R barr agon 0.1 and MC4R antag cAMP 15.1.
For FC(F)(F)c1nnc2sc(-c3ccco3)nn12 the results were ABHD5-PLIN5 inh -2.6, ABCB6 inh 2 97.0, Granule exo inh -3.3, Cardio protect -3.7, iPSC survival up 2.6, aDG glyco up -0.1, Glyco luc inh 2.4, HTR2A ag 0.2, MC4R barr agon -0.8 and MC4R antag cAMP -2.0.
For Cc1ccc(C)c2[nH]c(=O)c(CN(CCN3CCOCC3)Cc3nnnn3CC3CCCO3)cc12 (stereo not drawn) the results were ABHD5-PLIN5 inh -8.6, ABCB6 inh 2 101.0, Granule exo inh -1.2, Cardio protect 15.5, iPSC survival up 0.5, aDG glyco up -0.1, Glyco luc inh 3.9, HTR2A ag 3.1, MC4R barr agon 0.9 and MC4R antag cAMP 6.0.
O=C(c1ccc2c(c1)OCCO2)C1CCN(C(=O)Nc2ccccc2F)CC1 was read as ABHD5-PLIN5 inh -11.7, ABCB6 inh 2 93.0, Granule exo inh 11.2, Cardio protect -2.4, iPSC survival up -0.6, aDG glyco up -0.1, Glyco luc inh 1.3, HTR2A ag 6.6, MC4R barr agon -1.3 and MC4R antag cAMP 3.3.
Screening C=CCOC(=O)C1=C[C@H](c2coc3ccccc3c2=O)C[C@H](OCc2ccc(CO)cc2)O1 returned ABHD5-PLIN5 inh -5.5, ABCB6 inh 2 92.0, Granule exo inh -8.8, Cardio protect 7.8, iPSC survival up 4.6, aDG glyco up -0.2, Glyco luc inh 0.0, HTR2A ag -5.7, MC4R barr agon -1.1 and MC4R antag cAMP 9.0.
O=C(NCCN1CCOCC1)c1cccnc1SCc1ccccc1Cl was read as ABHD5-PLIN5 inh -0.3, ABCB6 inh 2 101.0, Granule exo inh -2.4, Cardio protect 8.0, iPSC survival up -0.5, aDG glyco up 0.4, Glyco luc inh -2.5, HTR2A ag 0.5, MC4R barr agon -4.1 and MC4R antag cAMP 6.4.
`Cc1ccc(S(=O)(=O)c2cc(C)cc(S(=O)(=O)Nc3ccc(C(=O)O)cc3)c2C)cc1` gave ABHD5-PLIN5 inh 4.2, ABCB6 inh 2 97.0, Granule exo inh -2.7, Cardio protect 2.2, iPSC survival up 0.0, aDG glyco up 0.0, Glyco luc inh 1.3, HTR2A ag 1.6, MC4R barr agon 0.2 and MC4R antag cAMP 3.8.
`COc1cnc(-c2cccc(C(F)(F)F)c2)nc1OC` gave ABHD5-PLIN5 inh -5.8, ABCB6 inh 2 100.0, Granule exo inh -6.1, Cardio protect -5.3, iPSC survival up -0.7, aDG glyco up 0.1, Glyco luc inh 1.3, HTR2A ag -4.3, MC4R barr agon -1.0 and MC4R antag cAMP -2.9.
CCN(c1cccc(C)c1)S(=O)(=O)c1ccc2c(c1)N(C(C)=O)CCS2 was read as ABHD5-PLIN5 inh 15.9, ABCB6 inh 2 100.0, Granule exo inh -3.1, Cardio protect -0.1, iPSC survival up 0.9, aDG glyco up 0.2, Glyco luc inh -2.3, HTR2A ag -4.9, MC4R barr agon -2.9 and MC4R antag cAMP 9.4.
`Cc1ccc(C)c(N2C(=O)CC(Cc3ccccc3)C2=O)c1` (stereo not drawn) gave ABHD5-PLIN5 inh -5.0, ABCB6 inh 2 105.0, Granule exo inh -8.2, Cardio protect 2.7, iPSC survival up -0.7, aDG glyco up -0.1, Glyco luc inh -0.1, HTR2A ag 3.2, MC4R barr agon -2.5 and MC4R antag cAMP 14.1.
CCN(CC(=O)Nc1ccccc1C(F)(F)F)C(=O)C1=COCCO1 was read as ABHD5-PLIN5 inh 2.0, ABCB6 inh 2 99.0, Granule exo inh 9.9, Cardio protect 3.2, iPSC survival up -0.2, aDG glyco up 0.1, Glyco luc inh 2.0, HTR2A ag -5.3, MC4R barr agon -2.3 and MC4R antag cAMP 1.6.
`CCOC(=O)C1(Cc2ccccc2Cl)CCN(Cc2csc(C(C)=O)c2)CC1` gave ABHD5-PLIN5 inh 1.4, ABCB6 inh 2 98.0, Granule exo inh 3.4, Cardio protect -2.5, iPSC survival up -0.1, aDG glyco up 0.5, Glyco luc inh -4.9, HTR2A ag -1.1, MC4R barr agon -4.1 and MC4R antag cAMP 2.3.
O=C(O)c1cc2cc(Cl)ccc2oc1=O was read as ABHD5-PLIN5 inh -6.7, ABCB6 inh 2 97.0, Granule exo inh -2.6, Cardio protect 3.0, iPSC survival up -3.5, aDG glyco up -0.2, Glyco luc inh -1.0, HTR2A ag 4.1, MC4R barr agon -0.6 and MC4R antag cAMP 14.5.
Screening CCN(CC)CCNC(=O)CCc1n[nH]c(=O)c2ccccc12 returned ABHD5-PLIN5 inh 7.3, ABCB6 inh 2 108.0, Granule exo inh -1.8, Cardio protect 81.3*, iPSC survival up 0.5, aDG glyco up -0.2, Glyco luc inh -2.0, HTR2A ag 4.0, MC4R barr agon -0.6 and MC4R antag cAMP 0.7.
O=C(O)c1cccc(NC(=S)N/N=C/c2c[nH]c3ccccc23)c1 was read as ABHD5-PLIN5 inh -3.1, ABCB6 inh 2 100.0, Granule exo inh -1.3, Cardio protect -14.4, iPSC survival up -2.4, aDG glyco up -0.2, Glyco luc inh 1.7, HTR2A ag 1.3, MC4R barr agon -3.0 and MC4R antag cAMP 12.2.
`Cc1ccc(C)c(S(=O)(=O)NCCCN2CCOCC2)c1` gave ABHD5-PLIN5 inh 0.0, ABCB6 inh 2 90.0, Granule exo inh -2.6, Cardio protect 1.1, iPSC survival up -1.3, aDG glyco up 0.1, Glyco luc inh 0.2, HTR2A ag -1.8, MC4R barr agon -2.5 and MC4R antag cAMP 7.0.
`Cc1ccc(C(=O)/C=C\C(=O)c2ccc(C)cc2)cc1` gave ABHD5-PLIN5 inh 18.5, ABCB6 inh 2 99.0, Granule exo inh 55.3, Cardio protect 3.0, iPSC survival up -2.1, aDG glyco up 0.5, Glyco luc inh 18.9, HTR2A ag 2.8, MC4R barr agon -1.1 and MC4R antag cAMP 7.5.
Screening O=C(Nc1ccc2c(c1)OCO2)C1CCCN(c2nc3ccccc3s2)C1 (stereo not drawn) returned ABHD5-PLIN5 inh -6.7, ABCB6 inh 2 95.0, Granule exo inh 62.4*, Cardio protect 8.1, iPSC survival up 0.8, aDG glyco up 0.3, Glyco luc inh 3.8, HTR2A ag -5.0, MC4R barr agon 0.3 and MC4R antag cAMP 6.6.
`Cn1c(SCC(=O)Nc2ccc(Cl)cc2)nnc1C1CC1` gave ABHD5-PLIN5 inh 9.2, ABCB6 inh 2 94.0, Granule exo inh 4.2, Cardio protect 0.2, iPSC survival up 0.6, aDG glyco up 0.0, Glyco luc inh 1.9, HTR2A ag -0.6, MC4R barr agon -0.2 and MC4R antag cAMP 6.8.
`O=c1ccn([C@@H]2O[C@H](CNCc3ccccc3)[C@@H](O)[C@H]2O)c(=O)[nH]1` gave ABHD5-PLIN5 inh -2.1, ABCB6 inh 2 92.0, Granule exo inh 0.1, Cardio protect 1.9, iPSC survival up -1.0, aDG glyco up -0.2, Glyco luc inh 1.5 and HTR2A ag 0.9.
Screening COc1cc(-c2cc(C(=O)Nc3ccccc3N3CCOCC3)c3ccccc3n2)cc(OC)c1OC returned ABHD5-PLIN5 inh -3.0, ABCB6 inh 2 99.0, Granule exo inh -3.6, Cardio protect 88.8*, iPSC survival up -2.4, aDG glyco up -0.8, Glyco luc inh -7.8, HTR2A ag -1.8, MC4R barr agon 1.0 and MC4R antag cAMP 6.3.
Screening O=C(NCc1ccco1)c1cnccn1 returned ABHD5-PLIN5 inh 7.2, ABCB6 inh 2 88.0, Granule exo inh -1.9, Cardio protect -3.9, iPSC survival up -1.9, aDG glyco up 0.2, Glyco luc inh -1.0, HTR2A ag -3.0, MC4R barr agon -0.6 and MC4R antag cAMP 5.7.
Screening Cc1cc(C)cc(OCCNC(=O)c2ccc(Br)cc2)c1 returned ABHD5-PLIN5 inh 2.2, ABCB6 inh 2 95.0, Granule exo inh -6.8, Cardio protect 4.0, iPSC survival up -0.4, aDG glyco up 0.9, Glyco luc inh -1.3, HTR2A ag 2.4, MC4R barr agon 2.4 and MC4R antag cAMP -3.3.
`Cn1c(=O)[nH]c(=O)c2c1ncn2CCN1CCOCC1` gave ABHD5-PLIN5 inh 8.0, ABCB6 inh 2 97.0, Granule exo inh 0.3, Cardio protect -4.9, iPSC survival up -3.5, aDG glyco up -0.3, Glyco luc inh 0.5, HTR2A ag 9.3, MC4R barr agon 0.6 and MC4R antag cAMP 6.8.
CCCNC(=O)C1(C)CCCN(Cc2ccccc2C#N)C1 (stereo not drawn) was read as ABHD5-PLIN5 inh 4.5, ABCB6 inh 2 103.0, Granule exo inh -5.7, Cardio protect 7.3, iPSC survival up 1.8, aDG glyco up -0.3, Glyco luc inh 0.6, HTR2A ag -1.2, MC4R barr agon 0.0 and MC4R antag cAMP -4.0.
Screening O=C1CCCN1c1ccc(S(=O)(=O)NCCc2ccc(Cl)cc2)cc1 returned ABHD5-PLIN5 inh -5.8, ABCB6 inh 2 94.0, Granule exo inh -1.4, Cardio protect -9.9, iPSC survival up 3.0, aDG glyco up 0.0, Glyco luc inh 1.0, HTR2A ag -2.7, MC4R barr agon -0.9 and MC4R antag cAMP 3.0.
`O=[N+]([O-])c1ccccc1OCCCOc1cccc2cccnc12` gave ABHD5-PLIN5 inh 1.6, ABCB6 inh 2 97.0, Granule exo inh 1.1, Cardio protect -2.5, iPSC survival up -0.6, aDG glyco up -0.1, Glyco luc inh -0.8, HTR2A ag -4.1, MC4R barr agon -1.7 and MC4R antag cAMP -0.9.
`CCc1nn(CCCC(=O)NCc2ccccc2Br)c(=O)c2cc3occc3n12` gave ABHD5-PLIN5 inh 2.9, ABCB6 inh 2 105.0, Granule exo inh -2.9, Cardio protect -1.5, iPSC survival up -0.2, aDG glyco up -0.2, Glyco luc inh -0.6, HTR2A ag 9.8, MC4R barr agon -1.4 and MC4R antag cAMP 6.6.
Screening CCN(C(=O)c1cc2c(C)nc3ccccc3c2o1)c1cc(Cl)ccc1OC returned ABHD5-PLIN5 inh 3.0, ABCB6 inh 2 91.0, Granule exo inh 9.5, Cardio protect -6.2, iPSC survival up 0.2, aDG glyco up 0.8, Glyco luc inh -0.9, HTR2A ag 2.5, MC4R barr agon -0.1 and MC4R antag cAMP -5.1.
`C[C@@H]1CN([C@@H](C)CO)C(=O)CCCn2nncc2CO[C@@H]1CN(C)C(=O)Nc1ccccc1F` gave ABHD5-PLIN5 inh -3.2, ABCB6 inh 2 98.0, Granule exo inh 1.9, Cardio protect -1.4, iPSC survival up -2.6, aDG glyco up -0.1, Glyco luc inh 0.8, HTR2A ag -3.2, MC4R barr agon 0.8 and MC4R antag cAMP 6.2.
